Compound activity (PubChem BioAssay)
GPR151 activ – activates the human receptor GPR151. PathHunter beta-arrestin GPR151 cells, luminescence. Q8TDV0. AID 1508602. activation, % at 11.2 µM. 1% of 650,000 active; in the data active = activation above about 4.9%;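 also: 0% = median of compound wells and 100% = cells with positive control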
MITF inh – inhibitors of human MITF; AlphaScreen MITF homodimerization, bead proximity signal; inhibition, % at 2.6 µM; O75030; 0.91% of 650,000 active; in the data active = inhibition above about 50%;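 also: 0% = vehicle wells with protein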
FBW7 act – human FBW7 E3 ligase activation, primary screen; AlphaScreen FBW7–phospho-cyclin E peptide binding, activator screen; normalized activity (activation), % at 26.1 µM; 0.13% of 650,000 active; in the data active = normalized activity above about 1.9%;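 also: purified mutant Fbw7 with reduced substrate affinity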
Target sequence (Q969H0 whole entry, looked up): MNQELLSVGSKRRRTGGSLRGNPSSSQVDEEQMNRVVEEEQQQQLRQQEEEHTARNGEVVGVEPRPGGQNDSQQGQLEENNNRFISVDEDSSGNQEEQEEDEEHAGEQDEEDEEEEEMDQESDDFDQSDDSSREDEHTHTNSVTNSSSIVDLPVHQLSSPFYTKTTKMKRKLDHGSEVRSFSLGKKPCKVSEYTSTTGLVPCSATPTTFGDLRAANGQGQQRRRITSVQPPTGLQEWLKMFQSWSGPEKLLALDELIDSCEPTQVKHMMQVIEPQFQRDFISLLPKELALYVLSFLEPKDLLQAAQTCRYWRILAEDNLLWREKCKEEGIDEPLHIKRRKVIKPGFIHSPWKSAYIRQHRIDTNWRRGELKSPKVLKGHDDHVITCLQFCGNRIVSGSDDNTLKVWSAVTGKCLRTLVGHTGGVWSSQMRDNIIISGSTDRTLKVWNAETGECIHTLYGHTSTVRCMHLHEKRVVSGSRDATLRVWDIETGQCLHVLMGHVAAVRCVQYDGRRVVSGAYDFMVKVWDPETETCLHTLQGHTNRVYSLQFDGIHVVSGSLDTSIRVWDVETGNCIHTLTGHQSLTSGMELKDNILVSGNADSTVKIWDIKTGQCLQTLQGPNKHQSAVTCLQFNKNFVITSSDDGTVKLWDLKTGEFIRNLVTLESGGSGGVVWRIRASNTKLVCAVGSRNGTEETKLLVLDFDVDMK
TEAD-YAP block – TEAD-YAP interaction inhibition; HEK-TIYL cells, TEAD-Gal4/YAP UAS-luciferase luminescence; inhibition, % at 9.12 µM; 1.4% of 640,000 active; AID 1259422; in the data active = inhibition above about 32%;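 also: 0% = median of test compound wells and 100% = reference inhibitor wells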
* = called active by the depositor.

Second line of a record: GPR151 activ	MITF inh	FBW7 act	TEAD-YAP block
> COc1ccc(-c2noc(-c3nnn(-c4ccc(C)cc4C)c3N)n2)cc1
→ 0.5	-1	0.0	-4
> O=C(NCc1cccc(Cl)c1)Nc1cccs1
→ 4.1	3	0.0	-4
> CCOc1ccc(C2NC(=S)NC(C)=C2C(=O)OCCOC)cc1 (stereo unspecified)
→ 0.8	18	-0.1	-10
> Cc1ccc(C(=O)COC(=O)c2ccc(-c3nnc(-c4ccccc4)o3)cc2)cc1C
→ -0.7	13	0.2	-1
> COc1cccc(NS(=O)(=O)c2ccc(OC)c(Br)c2)c1
→ -0.7	16	0.1	0
> CCOc1ccc(C(=O)NC(=S)Nc2cccc(C(C)=O)c2)cc1
→ -1.7	12	0.9	3
> CCOc1ccccc1-c1c(C#N)c(N)nc(OC)c1C#N
→ -0.7	-4	0.0	5
> O=C(NC1CC1)c1ccc(-c2nc(NCCc3ccc(O)cc3)c3ncn(CCN4CCCC4=O)c3n2)cc1
→ -1.7	-6	0.0	8
> CCN1CCC(NCc2ccccc2Br)CC1
→ 0.4	-3	-0.2	-11
> Cc1cc(NC(=O)CSc2nc3ccccc3n2CC(=O)N2CCC(C)CC2)no1
→ -0.4	-6	0.0	3
> CCOC(=O)COc1ccc2c(C)cc(=O)oc2c1I
→ 0.4	7	-0.1	12
> C=CCOC(=O)C1=C(C)NC(=S)NC1c1ccccc1 (stereo unspecified)
→ -0.8	15	-0.1	10
> Cc1ccc(NC(=O)CN2C(=O)C(C)(C)Oc3ccc(C(=O)N4CCCCC4)cc32)cc1
→ -0.3	-8	-0.1	16
> CCc1ccc(C2CC(=O)NC3=C2C(=O)CC(C)(C)C3)cc1 (stereo unspecified)
→ 0.4	-9	-0.1	7
> N#CCSc1ncnc2sc(-c3ccccc3)cc12
→ 1.2	3	0.0	7
> CCCn1c(NCCO)nc2c1c(=O)n(C)c(=O)n2C
→ 0.1	7	0.2	15
> Cc1ccc2c(C)nc(N3CCCC(C(=O)NCC(C)(C)CO)C3)nc2c1 (stereo unspecified)
→ -0.8	3	0.2	-7
> CC(=O)c1cccc(OCC(=O)Nc2nc(-c3c[nH]c4ccccc34)cs2)c1
→ 1.3	-13	0.2	-12
> O=C(Nc1ccccc1)c1cccc(-c2cccs2)c1
→ 1.0	16	-0.1	-1
> COc1ccc(C(=O)N2CCOC2CNC(=O)C(=O)NCCc2ccccc2OC)cc1 (stereo unspecified)
→ -0.5	3	-0.2	7
> Cc1ccc(Cn2c(SCC(=O)N3CCCCCC3)nc3ccsc3c2=O)cc1
→ -1.3	-6	0.1	-6
> COc1ccc2c(c1)sc(=NC(=O)c1ccc(S(=O)(=O)N3CCCCC3)cc1)n2C
→ -1.0	5	0.1	-7
> N#C/C(=C/c1ccc(Br)o1)C(N)=O
→ 0.3	-3	-0.2	8
> CCCOc1ccc(C(=O)Nc2ccc3oc(-c4cccc(Cl)c4Cl)nc3c2)cc1
→ -1.4	4	-0.1	5
> O=C(c1cc2ccccc2oc1=O)N1CCN(S(=O)(=O)c2ccccc2)CC1
→ -0.9	7	-0.1	-4
> c1ccc2c(c1)nc(Nc1ccncc1)c1nncn12
→ 0.1	3	0.0	-5
> CC(C)N(CCNc1nc(N2CCC(N3CCOCC3)CC2)nc2nc[nH]c12)C(C)C
→ 2.3	-1	0.1	0
> CCOc1ccc2nc(N=C(NC(=O)CC)NC(=O)CC)nc(C)c2c1
→ -0.9	110*	-0.1	-35
> C=CCOC(=O)C(NC(=O)c1ccccc1)=C(C)C
→ 0.1	2	-0.2	-8
> COC(C(=O)NCCOc1cccc(Cl)c1Cl)c1ccccc1 (stereo unspecified)
→ -0.5	-6	-0.1	-7
> CCc1ccc(OCC(=O)Nc2nccs2)c(Br)c1
→ -7.7	9	0.4	95*
> CCN1CCN(CC(=O)Nc2ccc(Cl)c(Cl)c2)C(=O)C1=O
→ -1.7	6	0.2	-3
> CCn1nnc2c(N3CCN(CC(=O)Nc4ccc(F)c(Cl)c4)CC3)ncnc21
→ 0.0	-25	0.0	15
> CNS(=O)(=O)c1cc(-c2nnc(N3CCOCC3)c3ccccc23)ccc1C
→ -1.5	15	0.1	3
> FC(F)(F)c1cccc(CNc2ncnc3nc(Nc4ccncc4)[nH]c23)c1
→ 0.3	8	-0.2	-3
> Cc1ccc(C(=O)N/C(=C\c2cccc([N+](=O)[O-])c2)c2nc(=S)[nH][nH]2)cc1
→ 1.3	16	0.1	1
> CC(=O)c1cccc(NC(=O)CSC(=O)c2ccccc2)c1
→ -0.9	3	0.4	-5
> COc1cc(OC)c(NC(=O)c2ccc(N3CC4CC(C3)c3cccc(=O)n3C4)c(NC(=O)c3ccccc3Cl)c2)cc1Cl (stereo unspecified)
→ 2.6	-6	-0.2	-14
> NS(=O)(=O)c1ccc(CCNC(=O)c2cc(-c3ccco3)nc3ccccc23)cc1
→ 0.7	26	0.1	7
> O=C(c1cccc(Cl)c1)N1CCC(Cc2ccccc2)CC1
→ 1.4	3	0.3	14
> Cc1cccn2c(CN3CCNC(=O)CC3)c(C(=O)N(C)CCc3ccccc3)nc12
→ -0.6	-4	-0.1	-2
> CCOc1cc2[nH]c(=S)n(CCCCC(=O)O)c(=O)c2cc1OCC
→ -1.3	-2	-0.2	4
> O=C(NC1CC1)c1ccc(OCc2ccc3ccccc3n2)cc1
→ -0.6	-6	-0.1	-50
> CCC1CCc2c(sc3nc(SCC(=O)Nc4cccc([N+](=O)[O-])c4)n(-c4ccccc4)c(=O)c23)C1 (stereo unspecified)
→ -0.9	9	1.3	1
> O=C1CCC(C(=O)OCn2nnc3ccccc3c2=O)=NN1
→ 1.5	-6	0.0	-14
> N#Cc1c(NC(=O)COc2ccc(Cl)cc2)oc(-c2ccccc2)c1-c1ccccc1
→ 3.1	0	0.0	3
> O=C(CCSc1ccccc1)N1CCCc2ccccc21
→ 0.6	0	0.3	-6
> CSc1ccc(C2NC(=S)NC(C)=C2C(=O)N(C)C)cc1 (stereo unspecified)
→ 0.1	4	0.2	-8
> CN1CCN(c2nc3ccccc3nc2Nc2sc3c(c2C#N)CCCC3)CC1
→ 1.1	13	0.2	3
> Nc1cccc(-c2cccc(C(=O)NCCN3CCOCC3)c2)c1
→ 0.2	-4	-0.1	12
> Cc1ccc(-n2cc(-c3ccccc3)c3c(N4CCN(c5cccc(C)c5C)CC4)ncnc32)cc1
→ 1.7	-5	-0.1	1
> O=C1C2C(c3ccccc3)C=CC(c3ccccc3)C2C(=O)N1c1cccc2ccccc12 (stereo unspecified)
→ -1.2	17	0.7	9
> NC(=O)NC1CCCc2c1[nH]c1ccc(Cl)cc21 (stereo unspecified)
→ 0.3	-12	-0.1	-12
> CC1Cc2nc(SCC(=O)N3CCCC3)n(CCc3ccccc3)c(=O)c2S1 (stereo unspecified)
→ -0.7	0	-0.1	5
> CCn1cc(NC(=S)Nc2cc(Cl)ccc2OC)c(C(N)=O)n1
→ 0.2	10	-0.1	-1
> COc1ccc(N2CCN(C(c3nnnn3Cc3ccccc3)C(C)C)CC2)cc1 (stereo unspecified)
→ -0.1	-3	-0.1	6
> Cc1cc(OCCNCCN)cc(C(C)C)c1
→ -0.3	21	-0.1	5
> O=C(N/N=C/c1ccc(O)c(O)c1)c1cccc(S(=O)(=O)Nc2ccc(Cl)cc2)c1
→ 0.5	-13	-0.5	3
> COc1cccc(COc2ccc3c(C)c(CCC(=O)O)c(=O)oc3c2)c1
→ 0.1	-12	-0.1	-13
> CCC(=O)NCCN=Cc1ccc(Cl)cc1Cl
→ -0.2	12	0.8	3

(further entries)
Second line of a record: GPR151 activ	MITF inh	FBW7 act	TEAD-YAP block
> CCN1C(=O)c2cccc3c(NC(=O)c4cc5ccccc5oc4=O)ccc1c23
→ -0.1	-19	-0.2	2
> CCOc1ccc(N2CC(C(=O)Nc3cccc(C)n3)CC2=O)cc1 (stereo unspecified)
→ 3.0	10	0.2	10
> CCC(Cc1ccccc1)NC(=O)Cn1ncc2ccsc2c1=O (stereo unspecified)
→ 0.6	5	0.0	-3
> Cc1nc2c(C(=O)NC3CCCCC3C)cnn2c(C)c1Cc1ccc(Cl)cc1 (stereo unspecified)
→ -0.6	-3	0.1	4
> CCOc1ccccc1CNc1n[nH]c2nc(C)cc(C)c12
→ 0.8	-5	-0.2	-12
> O=C(CN1C(=O)C2C3C=CC(C3)C2C1=O)N1CCN(c2cccc(C(F)(F)F)c2)CC1 (stereo unspecified)
→ 2.7	9	-0.1	4
> O=C(COc1ccc(Cl)cc1)Nc1nc2ccc3ccccc3c2s1
→ -1.3	12	0.3	10
> O=C(CCCn1c(=O)[nH]c2ccccc2c1=O)NCc1ccc2c(c1)OCO2
→ -0.1	10	0.0	-2
> O=C(O)CC(NCc1ccccc1)C(=O)Nc1cccc(F)c1 (stereo unspecified)
→ -0.3	-7	-0.1	-7
> Cn1c(=O)c2c(nc(N3CCCCCC3)n2CCSc2nc3ccccc3s2)n(C)c1=O
→ 1.1	-11	-0.1	3
> O=C1NCCN(Cc2ccc(-c3ccccc3)cc2)C1CC(=O)N1CCCCCC1 (stereo unspecified)
→ -0.5	-1	0.0	5
> Cc1ccc(-n2nc3ccc(NC(=O)c4ccco4)cc3n2)cc1
→ -0.6	4	0.0	-32
> Cc1c(NC(=O)Nc2ccccc2Cl)sc(=S)n1C
→ -0.8	22	0.0	-3
> CON(C)C(=O)CSc1cc(Cl)nc(Cl)c1
→ -0.6	21	1.0	-5
> CCOC(=O)c1cc(CC)sc1NC(=O)c1cc([N+](=O)[O-])ccc1N1CCN(CC)CC1
→ -0.6	6	-0.1	-8
> COc1ccc(-c2nc(CN3CCCC(C(=O)NCc4ccc(C)cc4)C3)c(C)o2)cc1 (stereo unspecified)
→ 1.2	-1	-0.3	-8
> Cc1ccc(C)n1-c1nnc(N2CCCC(C(=O)NCc3cccs3)C2)s1 (stereo unspecified)
→ 2.0	5	0.0	-2
> O=C(CN1CCN(c2ccccc2Cl)CC1)NCC(F)(F)F
→ -2.2	4	0.0	5
> CCSCCOC(=O)C1=C(C)NC2=C(C(=O)C(C(=O)OC)C(C)C2)C1c1cccc2ccccc12 (stereo unspecified)
→ 0.8	-8	-0.1	9
> Cc1ccccc1Nc1nc(N)nc(CNCCCN2CCCCCC2=O)n1
→ 0.1	7	-0.3	5
> Cc1ccc(-n2cc(-c3ccccc3)c3c(NCCCN(C)C)ncnc32)cc1Cl
→ 2.7	-2	0.5	-5
> O=C(Nc1cc(C(F)(F)F)ccc1Cl)c1ccc([N+](=O)[O-])cc1Cl
→ -0.3	-1	-0.1	9
> CCOc1ccc(C2C(C(=O)OCc3ccc(OC)cc3)=C(C)NC3=C2C(=O)CC(C)(C)C3)cc1 (stereo unspecified)
→ -0.7	-5	0.1	4
> COc1ccc(CC2(CCC(=O)NCc3ccc4nsnc4c3)CCC(=O)N2)cc1 (stereo unspecified)
→ 1.4	-14	0.2	2
> COC(=O)c1c(C)oc2ccc(OCC=C(C)C)cc12
→ 0.0	14	0.3	6
> CC(=O)Nc1ccc(NC(=O)C2CC(C)=C(C)CC2C(=O)O)cc1 (stereo unspecified)
→ 0.3	-9	0.0	-4
> CCc1nnc(NC(=O)Nc2ccc(N3C(=O)C4C5C=CC(C5)C4C3=O)cc2)s1 (stereo unspecified)
→ -0.4	-9	0.3	9
> CCOc1ccc(C2C(C(=O)OC)=C(CC)Nc3ncnn32)cc1 (stereo unspecified)
→ -0.7	-3	-0.4	0
> COc1ccc(C2C=C(c3cccnc3)Nc3ncnn32)c(OC)c1 (stereo unspecified)
→ -1.7	14	0.4	6
> Cc1nc2n(c(=O)c1C)C(CC(=O)NCC1CCCO1)CS2 (stereo unspecified)
→ -0.4	13	0.3	4
> CC(NC(=O)/C(=C\c1ccc([N+](=O)[O-])cc1)NC(=O)c1ccco1)C(=O)O (stereo unspecified)
→ 2.1	-13	-0.1	-5
> c1nc(N2CCN(C3CCCCC3)CC2)c2[nH]cnc2n1
→ 0.0	10	0.3	-10
> CC(C(=O)N1CCC(C(=O)c2cccnc2)CC1)c1ccccc1 (stereo unspecified)
→ -0.6	-17	0.0	4
> COc1ccc(/C=C2\N=C(c3cc(Cl)ccc3Cl)OC2=O)cc1OC
→ 0.3	-10	-0.1	-4
> CCCCCCCNC(=O)COc1ccc2c(c1)C(=O)CC(C)(C)O2
→ 1.0	-12	0.1	3
> O=c1[nH]c2cc3c(cc2cc1C(c1nnnn1Cc1ccccc1)N1CCCCC1)OCO3 (stereo unspecified)
→ -0.3	0	0.1	8
> Cc1ccc(C2=N/C(=C\c3cccc(Br)c3)C(=O)O2)cc1C
→ 2.0	5	0.1	5
